CHRM5 antagonist: antagonists of human muscarinic M5 receptor (CHRM5) | inhibition, % at 3 µM | 0.59% of 360,000 active | P08912 | AID 624040 | CHO-hM5 cells, Fluo-8 calcium fluorescence, ACh EC80;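 active = inhibition above a per-plate cutoff, the mean of that plate's test compounds plus 3 SD, cut at about 27% in these data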;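 note: 0% = acetylcholine EC80 with DMSO and 100% = DMSO without agonist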
CHRM4 agonist: CHRM4 agonism in calcium assay. CHO-K1 hM4/Gqi5, Fluo-8 calcium fluorescence; vehicle 0%, full acetylcholine response 100%. 0.14% of 360,000 active. P08173. activation, % at 3 µM;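 active = activation above the run mean over all test wells plus 3 SD, cut at about 32% in these data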;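 note: peak over basal fluorescence ratio per well then scaled between controls; 0% = DMSO wells and 100% = acetylcholine at EC100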
Target sequence (P08173 whole entry, looked up): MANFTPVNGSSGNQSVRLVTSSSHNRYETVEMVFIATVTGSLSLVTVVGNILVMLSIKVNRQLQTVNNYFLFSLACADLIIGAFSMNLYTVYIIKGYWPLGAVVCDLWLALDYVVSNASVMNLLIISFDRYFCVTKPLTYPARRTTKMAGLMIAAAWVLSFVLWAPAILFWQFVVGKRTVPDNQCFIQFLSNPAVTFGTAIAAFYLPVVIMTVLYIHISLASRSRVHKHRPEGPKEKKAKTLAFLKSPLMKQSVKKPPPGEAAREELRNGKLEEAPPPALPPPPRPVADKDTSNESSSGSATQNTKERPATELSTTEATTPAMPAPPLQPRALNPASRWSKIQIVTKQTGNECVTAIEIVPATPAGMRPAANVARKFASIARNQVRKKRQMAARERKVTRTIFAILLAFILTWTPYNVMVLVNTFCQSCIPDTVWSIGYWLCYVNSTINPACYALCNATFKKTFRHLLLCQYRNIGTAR
CRFBP-R2 agonist: agonists of human CRF-binding protein/CRF-R2 receptor complex; HEK293 CRF-R2/CRF-BP, calcium dye fluorescence (FLIPR); percent of saturating CRF peptide response; activation, % at 13.2 µM; 0.46% of 350,000 active;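 active = activation of at least 50%, plus an integration ratio under a set limit after plate pattern correction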;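 note: plate controls were neutral control wells without compound for no effect and CRF at EC100 for full effect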
CHRM1 antagonist: antagonists of human M1 muscarinic receptor | CHO-K1 hM1, Fluo-8 calcium fluorescence, ACh EC80 antagonist | inhibition, % at 3 µM | 1.3% of 360,000 active;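 active = percent inhibition above its own plate's cutoff, namely the mean of that plate's compound wells plus 3 SD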;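 note: peak over basal fluorescence ratio during 140 s after agonist addition; 0% = ACh EC80 plus DMSO and 100% = DMSO alone without agonist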
Target sequence (P11229 whole entry, looked up): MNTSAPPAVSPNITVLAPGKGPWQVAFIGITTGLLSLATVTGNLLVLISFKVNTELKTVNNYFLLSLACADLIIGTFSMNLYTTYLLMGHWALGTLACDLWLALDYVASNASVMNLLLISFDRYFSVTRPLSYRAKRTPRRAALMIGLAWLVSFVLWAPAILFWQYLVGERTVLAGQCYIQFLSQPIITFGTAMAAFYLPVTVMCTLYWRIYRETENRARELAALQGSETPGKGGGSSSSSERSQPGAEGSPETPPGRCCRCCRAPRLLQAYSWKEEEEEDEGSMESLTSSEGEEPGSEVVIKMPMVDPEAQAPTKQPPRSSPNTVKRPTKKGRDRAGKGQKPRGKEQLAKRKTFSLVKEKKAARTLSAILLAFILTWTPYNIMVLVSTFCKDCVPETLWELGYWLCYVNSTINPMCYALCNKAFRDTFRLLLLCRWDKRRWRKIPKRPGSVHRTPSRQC
CHRM5 agonist: agonists of human muscarinic M5 receptor (CHRM5) | P08912 | CHO-K1 hM5 cells, Fluo-8 calcium fluorescence; 0% DMSO wells, 100% maximal acetylcholine response | activation, % at 3 µM | 0.19% of 360,000 active;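 active = activation above the run's mean over test compounds plus 3 SD, cut at about 23% in these data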;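 note: signal is peak over basal fluorescence ratio across the kinetic read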
CHRM5 PAM: potentiates acetylcholine response at human M5 receptor. AID 624038. 0.3% of 360,000 active. activation, % at 3 µM. CHO-K1 hM5, Fluo-8 calcium, ACh EC20 PAM; 0% = ACh EC20, 100% = ACh EC100. P08912;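 active = activation above the run cutoff, the mean activation of all test compounds plus 3 SD, cut at about 18% in these data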
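System: CHO-K1 cell line with stable human muscarinic M5 receptor expression | Also added: EC20 acetylcholine as agonist stimulus | Compound: One concentration, 3 µM final (nominal) | Timing: Fluo-8 loading 80 min at 37 °C plus 30 min room temperature | Measured by: Fluo-8 calcium dye fluorescence, kinetic read | Read-out basis: % activation, ACh-normalized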
M4 PAM: CHRM4 positive allosteric modulation; activation, % at 3 µM; AID 624126; CHO-K1 hM4/Gqi5, Fluo-8 calcium fluorescence, ACh EC20; 0% = ACh EC20, 100% = maximal ACh; P08173; 0.4% of 360,000 active;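 active = activation above its plate's cutoff, the mean activation of sample wells plus 3 SD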; note: some results filed as inactive read as strong as hits
M4 antag: CHRM4 antagonism in calcium assay; P08173; CHO-hM4 cells, ACh EC80, Fluo-8 calcium fluorescence; inhibition, % at 3 µM; 0.73% of 360,000 active; AID 624125;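 active = inhibition above its plate's cutoff, the mean inhibition of sample wells plus 3 SD, cut at about 27% in these data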;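 note: 0% = acetylcholine EC80 with DMSO and 100% = DMSO without agonist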
M1 PAM: potentiates human M1 receptor response to acetylcholine; P11229; CHO-K1 hM1, Fluo-8 calcium fluorescence, ACh EC20; 0% = ACh EC20, 100% = maximal ACh; activation, % at 3 µM; 0.088% of 360,000 active; in the data active = activation above about 19%, passing the limit was not always enough
* hit, by the source's call; x = not tested or not shown.

SMILES	CHRM5 antagonist	CHRM4 agonist	CRFBP-R2 agonist	CHRM1 antagonist	CHRM5 agonist	CHRM5 PAM	M4 PAM	M4 antag	M1 PAM
CN(CC(=O)Nc1cccc(F)c1)CC(=O)Nc1cccc(S(=O)(=O)N2CCCCC2)c1	4	17	-0.9	11	5	-18	-8	8	-1
S=C(Nc1ccc(Br)cc1Cl)N1CCC2(CC1)OCCO2	-3	2	-0.3	-9	-5	0	4	-2	9
O=C(CN1CCN(C(=O)c2cncn2-c2ccccc2)CC1)Nc1ccccc1Cl	4	3	1.2	1	0	-4	9	-21	4
COc1cccc(-c2nnc(-c3ccc4ccccc4c3)o2)c1	14	0	4.5	-1	-1	4	-2	4	-2
N#Cc1ccc(OCC(=O)Nc2ccccc2NS(=O)(=O)c2cccs2)cc1	-6	4	3.9	-2	0	-6	-3	-20	0
CCOCCOC(=O)c1ccc(NC(=O)c2cc(OC)c(OC)c(OC)c2Br)cc1	5	4	-1.3	-2	-1	-4	-8	3	5
Cc1nc2c(C)cccn2c1/C(O)=C1\C(=O)C(=O)N(CCN(C)C)C1c1ccco1 (stereo not drawn)	-13	1	-1.4	-15	7	21*	12	-10	18
CC(=O)NC(Cc1ccccc1)C(=O)N1CCN(C(=O)c2cccs2)CC1 (stereo not drawn)	-1	1	-1.9	13	2	3	3	-9	-5
CC(=O)C1=CCC(c2cccc3ccccc23)N(S(=O)(=O)c2ccc(C)cc2)C1 (stereo not drawn)	6	0	x	-3	1	-1	0	-8	-12
CCN(CC)C(=O)COc1ccc(/C=N/NC(=O)c2cc(-c3ccccc3OC)nc3ccccc23)cc1OC	2	7	0.7	-1	0	-11	-2	-17	-4
COc1ccc(C2Nc3ccccc3C(=O)N2NS(=O)(=O)c2ccccc2)cc1 (stereo not drawn)	4	1	-0.7	-15	-2	-4	-1	-1	10
CC1=C(C(=O)c2ccccc2)C(c2ccc(OC(F)F)cc2)NC(=S)N1 (stereo not drawn)	-2	2	0.8	-1	2	-4	2	0	6
O=C(Nc1ccccc1)c1ccc(OC(=O)c2cc3ccccc3o2)cc1	-6	1	0.3	-9	-1	6	6	-12	6
COC(=O)c1cc(CSc2nnc(NC3CCCCC3)s2)oc1C	-1	2	-1.3	5	2	-2	7	-3	8
COc1cccc(-n2c(=O)n(Cc3ccccc3)c(=O)c3[nH]cnc32)c1C	14	2	-1.6	-2	-4	-6	-5	-3	0
CCCCc1c(-c2cccc(F)c2)ncn1CCc1ccccc1OC	11	4	x	x	-2	-22	-10	8	x
Oc1ccc(/C=N/Nc2nc(N3CCCC3)nc(N3CCCC3)n2)cc1O	7	7	-0.3	-5	-1	-6	0	-5	7
CCC(=O)N1CCC1(C)C(=O)Nc1ccccc1 (stereo not drawn)	3	1	x	-12	1	-2	0	-13	7
Fc1ccc(CN2CCCN(C(=S)Nc3ccc(F)cc3)CC2)cc1	-15	5	2.1	8	-1	3	8	-22	-3
CN(C)S(=O)(=O)c1cccc(-c2nn(-c3ccccc3)cc2/C=C(/C#N)C(=O)NCc2ccco2)c1	6	1	11	-5	-1	-5	-1	6	0
COc1ccccc1-n1nnnc1S(=O)(=O)Cc1ccc(Cl)cc1	1	2	0.3	-2	-10	-6	-8	11	-4
CC1CCC2(CC1)NC(=O)N(CC(=O)N1CCN(S(=O)(=O)c3ccc4c(c3)CCC4)CC1)C2=O (stereo not drawn)	9	0	0.2	-1	3	-3	-4	8	1
C=CCn1nc(-c2ccccc2)c(N2CCCCC2)cc1=O	-1	0	-0.9	-6	-7	-3	1	-1	11
Cc1cc(C)nc(N2CCC(C(=O)Nc3ccc4c(c3)CCC4)CC2)n1	10	0	-2.2	-6	-5	-6	-5	-1	3
COCCNC(=O)c1ccc2c(=O)n(Cc3ccco3)c(SCC(=O)Nc3ccc(OC)cc3OC)nc2c1	1	1	-0.5	-5	-5	1	7	12	9
O=C1NC(=O)N(Cc2ccccc2)C1=O	5	1	-0.6	-9	1	-2	-4	9	4
Cc1cccc(C(=O)Oc2cc(C)[nH]c(=O)c2[N+](=O)[O-])c1	0	1	-0.6	2	-3	3	0	10	4
CC1CCN(S(=O)(=O)c2nnc(NC(=O)c3cccc(Cl)c3)s2)CC1	-5	3	13	-1	1	0	-3	0	-3
COc1ccc2nc(C(F)(F)C(F)(F)F)c(C#N)c(N)c2c1	-8	5	0.8	14	-6	-9	-14	-9	-17
O=C(Nc1ccsc1C(=O)O)c1ccccc1	13	-1	-0.5	-11	-2	-5	9	-11	14
O=C(NCc1ccccc1)C(c1ccco1)N1CCN(C(=O)C2CCCO2)CC1 (stereo not drawn)	12	3	x	x	2	-9	3	-6	x
Cc1cc(NC(=O)Cn2nc(-c3ccccc3F)ccc2=O)ccc1-n1cnnn1	-10	1	-1.0	-8	1	1	3	-2	12
CC(C)N1CCC(N2CCN(C/C=C/c3ccc(F)cc3)CC2CCO)CC1 (stereo not drawn)	9	0	-1.4	16	-5	-6	5	-4	-7
COc1ccc(/C=C/C(=O)Nc2ccccc2F)cc1S(=O)(=O)N1CCOCC1	15	8	-2.2	-5	0	-4	6	-8	1
O=C(NC1CC1)c1sccc1-n1cccc1	-4	0	2.4	-9	-1	-1	0	5	8
O=C(NC(=S)N1CCN(C/C=C/c2ccccc2)CC1)c1cccnc1	9	20	2.1	17	5	-11	-11	20	-1
COc1cc(OC)cc(C(=O)NNC(=O)C(CCC(N)=O)NS(=O)(=O)c2ccc(Cl)cc2)c1 (stereo not drawn)	5	1	0.3	-2	1	3	5	-8	4
O=c1c2cnn(-c3ccccc3)c2nnn1Cc1ccccn1	1	1	-0.3	-4	-4	-3	-8	9	0
N#Cc1c(-c2ccccc2)ccnc1Oc1ccccc1	-1	2	0.4	1	-6	-5	-1	-6	-2
COCCNC(=S)c1ccc(OC)cc1	5	0	6.9	-43	-2	4	-2	-4	8
CCc1ccc(NC(=O)CCn2nc(C)c(S(=O)(=O)N3CCCCC3)c2C)cc1	13	8	-0.4	-7	0	-7	1	-6	4
CCOC(=O)c1[nH]c2cc(OC)c(OC)cc2c1NC(=O)CN(C)C1CCCCC1	-10	1	0.4	-7	-4	-2	-2	4	2
COc1cc(C2OC(=O)C3C(c4ccc(OC(C)=O)c(OC)c4)OC(=O)C23)ccc1OC(C)=O (stereo not drawn)	-7	2	1.6	-9	4	12	21	11	13
COc1cc(C(=O)NCCCC2CCCC2)ccc1OC1CCN(C(C)=O)CC1	19	2	-3.8	-12	-4	-9	0	0	8
COc1ccc(F)cc1S(=O)(=O)NC1CC(C)(C)NC(C)(C)C1	7	1	-1.1	15	-2	-4	1	2	-5
Cc1ccc2nc(Cl)c(C#N)cc2c1	10	1	-0.1	0	0	-2	-4	1	1
CN(C)CCSc1nc2cc(S(=O)(=O)N3CCCCC3)ccc2o1	-2	1	-0.2	3	-7	1	0	4	-2
Cc1nc2sc3c(c2c(=N)n1N)CC(C)(C)OC3	9	1	-0.1	9	-4	-6	2	1	-1
COc1ccc(C2CC(c3cccs3)=NN2C(=O)CSc2nncs2)cc1OC (stereo not drawn)	-11	2	4.0	-4	0	5	8	-10	1
O=S(=O)(NCCC1CC1(Cl)Cl)c1ccccc1 (stereo not drawn)	-13	2	-0.1	-8	-2	9	-5	-5	3
CC(=O)Nc1ccc(C(=O)N/C(=C/c2ccccc2)C(=O)Nc2cccc(C(=O)O)c2)cc1	-11	1	0.1	9	1	1	3	-1	-4
CCOC(=O)c1[nH]c(CO)c(C(=O)OCC)c1C	0	4	-0.1	-7	1	-1	-4	-16	15
Cc1ccc(C(C(=O)NC2CCCC2)N(Cc2cccs2)C(=O)c2csnn2)o1 (stereo not drawn)	6	5	-0.5	13	-6	-11	-6	-3	-7
CCCCC(=O)O	10	1	-1.8	-9	2	-3	5	-15	10
N=C1SCC(=O)N1c1nc(-c2ccccc2)cs1	17	0	-1.9	-7	1	-5	-3	5	2
Cc1cc(Nc2ccccc2Cl)nc(-c2ccccc2O)n1	6	0	0.8	14	-7	-11	-10	-1	-13
COc1ccc(C2CC3(O)CC(C#N)(C(=O)N3)C2(C#N)C#N)cc1 (stereo not drawn)	-1	0	0.0	-5	2	3	4	4	4
O=C(c1cccc(C(=O)N2CCN(c3ccc(F)cc3)CC2)c1)N1CCN(c2ccc(F)cc2)CC1	14	17	-2.3	20	2	-17	-22	2	-13
CCN(CC)S(=O)(=O)c1ccc(C)c(NC(=O)Cn2c(=O)cnc3ccccc32)c1	5	0	1.4	-5	-1	-3	0	5	2
Cc1ccc(OCCC(=O)OCC(=O)Nc2cc(C)nn2-c2ccccc2)cc1	-2	3	-0.7	-11	0	-4	1	3	7

(more compounds)
SMILES	CHRM5 antagonist	CHRM4 agonist	CRFBP-R2 agonist	CHRM1 antagonist	CHRM5 agonist	CHRM5 PAM	M4 PAM	M4 antag	M1 PAM
O=C(Cc1ccc([N+](=O)[O-])cc1)N/N=C/c1ccco1	3	0	-1.3	2	0	9	-9	-5	1
Cc1ccc(Cn2ncc3c(N4CCN(Cc5ccc(Cl)cc5)CC4)ncnc32)cc1	2	2	3.8	1	-2	-5	-2	-2	8
Cc1ncc([N+](=O)[O-])n1Cc1ccc(F)cc1	6	1	1.2	-13	-2	2	9	0	8
COCCNC(=O)c1ccc(C)cc1C	-15	1	5.4	-7	2	5	0	1	9
CCN1C(=O)CSC1=Nc1ccc(OC)cc1	8	0	-1.8	-5	6	2	-3	-2	0
CC(C)(C)N(Cc1ccccc1)C(=O)COC(=O)/C=C/c1ccc2c(c1)OCO2	3	3	1.4	-14	-1	-5	14	-10	10
COc1ccc(CN2CCc3ccc(NC(=O)CCc4ccccc4OC)cc3C2)c(O)c1	14	17	0.2	24	-5	-9	-19	12	-34
O=C(Nc1ccc(F)cc1F)c1cc(=O)n(-c2ccccc2)c(=O)[nH]1	1	1	-1.3	-1	-2	-3	-7	0	3
CN(C)c1cccc(C(=O)NCc2ccc(Cl)cc2)c1	-7	0	1.4	1	-1	2	-2	2	5
Fc1ccc(-c2cc(C(F)(F)F)nc(-n3cccn3)n2)cc1	-3	-1	-1.1	-17	-1	7	4	-10	9
Cc1ccc(-c2csc(NC(=O)C3CC(=O)N(Cc4ccco4)C3)n2)cc1 (stereo not drawn)	6	8	0.1	6	-2	-3	-9	1	-2
Clc1ccccc1-c1ccc(/C=N/Nc2nncc(-c3ccccc3)n2)o1	3	2	-1.4	5	-2	1	-3	9	-11
CC1CCN(C(=O)CSc2nc3ncccc3[nH]2)CC1	8	6	-0.4	15	-4	-4	2	-10	-6
c1ccc(NCCCNc2ccccc2)cc1	-14	0	-0.3	-4	-6	7	3	-13	-1
CCc1cc(C(=O)OC)c(NC(=O)CC2NCCNC2=O)s1 (stereo not drawn)	-3	-1	-3.5	-11	2	0	4	1	8

Single records (already shown). Order of screens: CHRM5 antagonist, CHRM4 agonist, CRFBP-R2 agonist, CHRM1 antagonist, CHRM5 agonist, CHRM5 PAM, M4 PAM, M4 antag, M1 PAM
Results for O=C(Nc1ccc(F)cc1F)c1cc(=O)n(-c2ccccc2)c(=O)[nH]1 : 1, 1, -1.3, -1, -2, -3, -7, 0, 3
Results for Clc1ccccc1-c1ccc(/C=N/Nc2nncc(-c3ccccc3)n2)o1 : 3, 2, -1.4, 5, -2, 1, -3, 9, -11
Results for CC1CCN(C(=O)CSc2nc3ncccc3[nH]2)CC1 : 8, 6, -0.4, 15, -4, -4, 2, -10, -6
